Screening results deposited in PubChem BioAssay by PCMD.
FXIIa inh: blocks human coagulation factor XIIa activity; AID 701; P00748; actives 0.2% (n = 33,000); inhibition, % at 10 µM; purified human FXIIa, AMC substrate fluorescence, 2 h; in the data active = inhibition above about 30%;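 note: 0% = enzyme with vehicle only and 100% = no enzyme blank; many of its hits are not listed in these tables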
Target sequence (P00748 20-372 limits assumed): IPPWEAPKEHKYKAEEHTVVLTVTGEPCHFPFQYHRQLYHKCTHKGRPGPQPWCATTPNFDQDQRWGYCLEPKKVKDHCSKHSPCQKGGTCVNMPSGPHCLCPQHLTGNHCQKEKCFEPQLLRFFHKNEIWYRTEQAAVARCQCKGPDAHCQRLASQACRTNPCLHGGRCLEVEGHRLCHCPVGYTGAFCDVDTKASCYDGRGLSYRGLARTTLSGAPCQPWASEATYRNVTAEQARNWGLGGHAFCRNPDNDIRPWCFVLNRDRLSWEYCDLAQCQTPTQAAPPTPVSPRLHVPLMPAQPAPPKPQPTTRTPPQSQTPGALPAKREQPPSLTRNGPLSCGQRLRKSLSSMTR
Target sequence (P00748 373-615 limits assumed): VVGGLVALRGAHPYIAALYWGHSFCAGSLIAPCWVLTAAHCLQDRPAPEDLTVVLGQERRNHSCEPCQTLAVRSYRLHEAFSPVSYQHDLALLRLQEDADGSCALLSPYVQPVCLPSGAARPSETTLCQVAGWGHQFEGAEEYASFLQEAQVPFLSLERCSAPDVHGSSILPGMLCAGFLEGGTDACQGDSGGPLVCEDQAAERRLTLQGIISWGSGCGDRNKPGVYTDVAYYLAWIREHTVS
FXIa single inh: inhibitors of human coagulation factor XIa | P03951 | purified human FXIa, fluorogenic AMC substrate cleavage | inhibition, % at 10 µM | actives 0.3% (n = 33,000);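 active = inhibition above 40% in the primary screen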;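 note: 0% = enzyme without compound and 100% = blank wells lacking enzyme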
The depositor's hits bear a star.

FXIIa inh	FXIa single inh	SMILES
7.8	-2.8	CCCOc1ccc(Oc2cc(C)nc(SC)n2)nn1
2.8	-1.5	CCOC(=O)c1c(NC(=O)OC)sc(C(=O)N(CC)CC)c1C
-9.1	18.9	CC(=O)NCCOc1cccc2cccnc12
5.6	-5.0	S=C1NNC2(NN1)C1CC3CC(C1)CC2C3
2.1	1.6	Cc1cc([N+](=O)[O-])ccc1NC(=S)NC(=O)C(c1ccccc1)c1ccccc1
2.8	-0.2	Cn1c2ccccc2c2c(C(=O)N3CCN(c4ccccn4)CC3)cn(C3CCCC3)c(=O)c21
6.2	-8.5	COc1ccc(OCC(=O)Sc2ccc(C)cc2)cc1
3.8	-10.8	CCc1ccc(NC(=O)CCn2cccc2)cc1
1.4	-0.7	CCN(CC)C(=O)CSc1nnc(-c2ccc(O)cc2)n1CC1CCCO1 (stereo not given)
0.1	-4.3	CCN(CC)S(=O)(=O)c1ccc(-c2nnc(SCC(=O)Nc3cc(OC)cc(OC)c3)o2)cc1
4.3	2.0	CS(=O)(=O)N(CCc1ccccc1)CC(=O)N1CCN(c2ccccc2)CC1
-10.8	-6.6	COc1cc(OC)c(C(=O)Nc2ccc(N(C)C)cc2)cc1OC
-11.3	12.1	O=S(=O)(Nc1nc2ccccc2nc1NCc1ccco1)c1ccccc1
2.1	-2.6	Cc1cc(OCC(=O)NCCN2CCOCC2)ccc1Br
1.4	-6.6	COc1ccc(C(=O)Nc2ccccn2)cc1
-13.4	32.9	CCCNC(=O)NC(=O)COc1c(F)c(F)cc(F)c1F
12.4	-3.1	COc1ccccc1C(=O)Nc1ccc(S(=O)(=O)N2CCc3ccccc32)cc1
3.8	3.6	O=C(CCC(=O)OCC(F)(F)C(F)F)NCc1ccccc1
-2.9	2.5	CN(CC(=O)Nc1cccnc1)S(=O)(=O)c1ccccc1
1.4	0.7	O=C(CSC1=NCCS1)Nc1cccc2ccccc12
9.9	-4.3	O=C(CCN1C(=O)C2C3C=CC(C3)C2C1=O)N1CCN(c2ccccc2F)CC1 (stereo not given)
-7.1	0.4	CCN1C(c2ccccc2)=C(c2ccccc2)S/C1=C/C=C1\SC(=S)N(C)C1=O
5.1	-16.2	CCOC(=O)c1nnn(-c2nonc2N)c1-c1ccc(C)cc1
6.7	5.1	O=C(Cn1c(=O)oc2cc(S(=O)(=O)N3CCCC3)ccc21)NCc1ccc(F)cc1
7.3	-2.5	CNC(=S)N/N=C(\C)c1ccc(-n2ccnc2)cc1
-19.3	0.8	N#CN=C1SCCS1
1.6	6.3	CCOC(=O)Cn1nc(-c2ccc(Cl)cc2)cc1N
4.0	4.3	COc1ccc(CCNC(=O)C2CCN(S(=O)(=O)c3ccc(-n4cnnn4)cc3)CC2)cc1OC
8.2	-0.7	O=C(Nc1nn[nH]n1)C12CC3CC(CC(C3)C1)C2
6.4	0.4	CC1(C)N=C(N)N=C(N)N1c1cccc(C(=O)O)c1
-13.3	4.6	CCOc1ccccc1N(CC(=O)Nc1ccccc1C(=O)NCc1ccco1)S(C)(=O)=O
-15.6	31.6	c1coc(CN(Cc2ccco2)c2ncnc3c2oc2ccccc23)c1
1.2	-6.5	CCN(CC)S(=O)(=O)c1ccc(Cl)c(OC)c1
2.1	-5.0	O=C(CCc1ccccc1)NC1CCSC1=O (stereo not given)
0.9	-11.7	CC(C)CSc1nc2ccccc2c(=O)[nH]1
6.1	-3.4	O=C(COC(=O)CCNS(=O)(=O)c1ccc(Cl)cc1)NCc1ccco1
14.1	-3.5	COc1cccc(C(C#N)N2CCOCC2)c1 (stereo not given)
-0.5	-1.2	Cc1ccc(N2CSC3=C(C#N)C(c4cccs4)CC(=O)N3C2)cc1 (stereo not given)
13.4	-7.1	Cc1ccc(OCCCn2c(=O)sc3ccccc32)cc1
2.5	-1.6	CCCCNC(=O)OC(C)CNC(=O)OC (stereo not given)
7.7	-2.1	COc1ccc(NC(=O)C2CCC(CNc3c(N4CCCCC4)c(=O)c3=O)CC2)cc1OC (stereo not given)
8.6	7.0	O=S(=O)(c1ccc(Br)cc1)N1CCN(c2ccc3nnc(-c4ccccc4)n3n2)CC1
9.4	-6.1	CC(/C=N/NC(=O)c1cccnc1)=C\c1ccco1
2.1	-10.6	COc1ccc(-c2noc(CSc3ccc(C)cc3)n2)cc1
-2.3	1.3	O=C(O)COc1ccc(NC(=O)c2ccco2)cc1
4.4	2.9	CCCCCCOc1ccc(OC(=O)c2cccnc2)cc1
7.9	-8.5	CCNC(=O)Cn1c(=O)c2c(ncn2Cc2ccccc2)n(Cc2ccccc2)c1=O
2.3	1.6	O=C(c1ccccc1)N1CCN(C(=O)N2CCOCC2)CC1
6.2	-3.1	CCOc1nc(-c2ccccc2)ccc1-c1noc(-c2ccco2)n1
1.1	6.5	COc1cc(CCC(=O)OCn2nnc3ccccc3c2=O)cc(OC)c1OC
6.9	-9.1	CCOc1ccccc1OCC(=O)NC1CCCCC1
1.6	5.5	CCCCn1nnnc1SCC(=O)Nc1ccc(N(C)C)cc1
-38.8	-4.2	CCOC(=O)c1cc2cc3ccccc3cc2[nH]1
6.7	5.8	CCOC(=O)CN1C(=O)Nc2ccc(Br)cc2C1c1ccccc1 (stereo not given)
15.0	-2.7	CCN(CC)S(=O)(=O)c1cc(OC)c(Cl)cc1Cl
3.7	-12.2	Cc1cccc(NC(=O)N(Cc2cc3cc(C)cc(C)c3[nH]c2=O)CC2COCCO2)c1 (stereo not given)
5.5	7.3	Cc1ccc(C(C(=O)NC2CCCC2)N2CCc3ccccc32)cc1 (stereo not given)
1.0	3.7	COc1ccc(Cl)cc1N(CC(=O)Nc1cccc(SC)c1)S(C)(=O)=O
4.7	0.3	Cc1nn(Cc2ccccc2Cl)c(C)c1C(=O)NC1=NCCS1
9.2	-1.9	COc1ccc2c(c1OC)C(=O)N(c1ccc(C)c(C)c1)C2=O

One compound at a time, from the list above. Order of values: FXIIa inh, FXIa single inh
Listed for Cc1ccc(N2CSC3=C(C#N)C(c4cccs4)CC(=O)N3C2)cc1 (stereo not given) → -0.5, -1.2
Listed for CCNC(=O)Cn1c(=O)c2c(ncn2Cc2ccccc2)n(Cc2ccccc2)c1=O → 7.9, -8.5
Listed for COc1cccc(C(C#N)N2CCOCC2)c1 (stereo not given) → 14.1, -3.5
Listed for COc1ccc(NC(=O)C2CCC(CNc3c(N4CCCCC4)c(=O)c3=O)CC2)cc1OC (stereo not given) → 7.7, -2.1

Other structures.
FXIIa inh	FXIa single inh	SMILES
-1.7	-0.2	CCn1c(SCc2ccc(Cl)cc2)nnc1-c1ccccc1
-11.9	-14.3	CCOC(=O)C(NC(=O)NC1CCCCC1)(c1ccccc1)C(F)(F)F (stereo not given)
5.7	-10.5	Cc1nc(=O)c(-c2ccccc2)c(C)n1CCCCCC(=O)O
-13.3	-0.5	CCC(=O)Nc1cccc2c1C(=O)N(C)C2=O
8.5	6.9	Cc1ccc(S(=O)(=O)C(C)C(=O)c2ccc3c(c2)OCCO3)cc1 (stereo not given)
-10.7	23.9	COc1ccc(Oc2coc3c(CN4CCOCC4)c(O)ccc3c2=O)cc1
3.0	-2.0	CCOC(=O)c1c(C)c(C(=O)NCc2ccco2)c(C)n1Cc1ccccc1
5.4	2.9	CCOC(=O)COc1ccc(Br)cc1C1NC(=O)NC(C)=C1C(=O)NCc1ccccc1 (stereo not given)
27.6	8.6	CCn1c(O)c(N=NC(=O)CNC(=O)/C=C/c2ccco2)c2ccccc21
-4.0	-0.2	C[C@@]12CC(=O)NC1N(C(=O)c1ccccc1)C(c1ccccc1OC(=O)c1ccccc1)C2 (stereo not given in full)
5.0	2.2	COc1cc2c(cc1OC)C(C)N(C(C)=O)CC2 (stereo not given)
8.4	4.4	O=C(C1CC1)N1CCN(C(c2ccccc2)c2ccccc2)CC1
11.7	8.2	CC(C)Oc1ccc(OCCCN2CCCCCC2)cc1
6.9	-8.8	CCOC(=O)c1c(C)cc(=O)oc1C
10.7	-2.8	CCCCN(CCCNC(=O)c1c(C)cc(=O)oc1C)c1ccccc1
-0.3	2.8	COC(=O)CNC(=O)C1CCCN1C(=O)OC(C)(C)C (stereo not given)
2.1	3.4	O=C(Nc1ccc(Cl)cc1)c1ccncc1
-1.1	-5.0	Cc1cc2c(c(=O)o1)C(C1C=CCCC1)C(C#N)=C(N)O2 (stereo not given)
-6.1	7.3	COc1cnc(N(C)C)nc1Sc1cccc(Cl)c1
6.3	-3.4	COC(=O)C(Cc1cnc(Cl)s1)(C(=O)OC)c1ccc([N+](=O)[O-])cc1[N+](=O)[O-]
10.9	-1.9	O=C(O)c1cccc(NS(=O)(=O)c2cccc3nsnc23)c1
8.8	-0.1	COc1ccc(-c2nn3c(-c4ccccc4)nnc3s2)cc1
0.1	-3.4	COC(=O)C1=C(C)N(c2ccc(C(=O)OC)cc2)C(=O)C1
2.9	-4.5	O=C(Cn1nnc(-c2ccccc2NC(=O)c2cccs2)n1)Nc1ccccc1
7.7	2.2	Cc1ccc(C(=O)OCC(=O)Nc2ccc3c(c2)OCO3)cc1S(=O)(=O)N1CCOCC1
1.3	-3.3	O=C(NCCC1=CCCCC1)C1CCC(CNS(=O)(=O)c2ccccc2)CC1 (stereo not given)
7.2	-3.6	Cc1ccc(S(=O)(=O)NC2CCC(C(=O)O)CC2)cc1 (stereo not given)
7.0	-6.5	CCOC(=O)c1c(Nc2ccccc2)sc(/C=C2\C=Nc3ccccc32)c1O
5.2	3.4	CC(C)c1ccc(C(=O)N(c2ccccn2)C(C)c2ccco2)cc1 (stereo not given)
-11.7	14.8	CC(=O)Nc1ccc(Oc2ncccn2)c(Cl)c1
-4.4	-8.1	COc1ccc(N2C(=O)CCC2(C#N)c2ccc(OC)cc2)cc1 (stereo not given)
6.8	0.9	CCOC(=O)N1CCC(NC(=O)Cn2ncc3c4ccccc4n(C)c3c2=O)CC1
5.9	-1.4	CCC1CCCCN1C(=O)Cn1c(=O)oc2ccccc21 (stereo not given)
0.2	-2.2	Cc1cc(C)n2nc(CCc3nc4nc(C)cc(C)n4n3)nc2n1
12.9	-3.1	COC(=O)c1c(NC(=O)CCc2ccc(C)o2)sc(C)c1C
12.7	0.2	O=C(/C=C/c1ccc(Cl)cc1Cl)n1cccn1
5.7	3.4	CCCNC(=O)N1CCC(C(=O)c2cccc(F)c2)CC1
5.0	12.5	Cc1cc(N2CCN(c3cccc(C)c3C)CC2)nc(-c2ccccc2)n1
-0.8	-4.2	COC(=O)c1ccc(CSc2nc3cc(Cl)ccc3o2)cc1
6.8	1.2	CCc1ccc(CN(C(=O)c2cc3ccccc3oc2=O)C2CCS(=O)(=O)C2)cc1 (stereo not given)
0.8	-1.7	NS(=O)(=O)c1ccc(Nc2nc(-c3ccc(O)cc3O)cs2)cc1
4.6	-2.3	Cc1nn(-c2ccccc2)c2c1C(=O)N(Cc1ccccc1)C(=O)C(C)(C)C2
6.9	5.1	Cc1n[nH]c(C)c1S(=O)(=O)N1CCCCCC1
3.1	-0.1	COC(=O)CCN(C(=O)c1cc(OC)c(OC)c(OC)c1)c1ccccn1
11.4	-10.0	CCn1c(=O)cc(SCC(=O)Nc2cc(OC)c(OC)c(OC)c2)c2ccccc21
-0.8	-0.2	CCc1c(C)c(C#N)c2nc3ccccc3n2c1NCc1ccco1
4.9	1.3	CC1=C(C#N)C(NC(=O)C2CCCCC2)(C(F)(F)F)C(=O)N1 (stereo not given)
-7.9	16.3	O=C(CSc1nnc(-c2cccs2)n1-c1ccccc1)N1CCCc2ccccc21
-2.6	-2.8	C=CCO/N=C(\C)c1c(O)c(C)c(-c2ccccc2)n(-c2ccccc2)c1=O
2.9	-3.4	CCCN=C(N)/C(C(=O)OCC)=C(\O)c1ccc(OC)cc1
-12.7	27.4	CS(=O)(=O)N(CC(O)CON=C1c2ccccc2-c2ccccc21)c1ccc(F)cc1 (stereo not given)
-5.4	-7.5	C=CCn1c(SCc2cccc3ccccc23)nnc1-c1cccnc1
5.6	-3.1	Cc1ccc(C(c2nnnn2C2CCCCC2)N(C)C2CCCCC2)cc1 (stereo not given)
1.2	1.6	COCc1nc2ccccc2n1Cc1cccc(C)c1
6.2	-8.4	O=C(O)CCCCCNS(=O)(=O)c1cccc2nsnc12
6.3	-4.1	O=C(CS(=O)(=O)Cc1ccccc1)NCC1CCCO1 (stereo not given)
10.6	-8.0	CCN(CC)S(=O)(=O)c1cc(C(=O)O)c(Cl)cc1Cl
3.8	4.0	CCCn1c(C(O)c2ccc3c(c2)OCO3)nc2ccccc21 (stereo not given)
4.9	5.5	COc1cc(OC)cc(-c2cc(N)n(S(=O)(=O)Cc3ccccc3)n2)c1
-14.8	16.2	CC(Oc1ccc(Cl)cc1Cl)c1nc(-c2ccc(NC(=O)c3ccco3)cc2)no1 (stereo not given)

Reformatted with two lines to a compound: entries from further up
Each structure is followed by: FXIIa inh, FXIa single inh
> Cc1cc(C)n2nc(CCc3nc4nc(C)cc(C)n4n3)nc2n1
 : 0.2, -2.2
> COC(=O)c1c(NC(=O)CCc2ccc(C)o2)sc(C)c1C
 : 12.9, -3.1
> O=C(/C=C/c1ccc(Cl)cc1Cl)n1cccn1
 : 12.7, 0.2
> CCCNC(=O)N1CCC(C(=O)c2cccc(F)c2)CC1
 : 5.7, 3.4

2 of these compounds, reformatted:
SMILES	FXIIa inh	FXIa single inh
Cc1nn(-c2ccccc2)c2c1C(=O)N(Cc1ccccc1)C(=O)C(C)(C)C2	4.6	-2.3
CCCNC(=O)N1CCC(C(=O)c2cccc(F)c2)CC1	5.7	3.4

This is a subset. The share of hits here may be higher or lower than overall.
